# Bioassay records from PubChem.
# CR mimetic SO – caloric restriction mimetics inhibiting age-related superoxide in yeast. superoxide response (% of plate mean), % at 10 µM. 330,000 compounds, 0.18% hits. S. cerevisiae aged cells, superoxide DHE fluorescence; hits give low values;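 active means superoxide response under a set limit, about three screen SD below normal, cut at about 65% in these data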;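 further: yeast aged for seven days with compound at 30 °C before DHE staining; 100% = average MFI of all compound-treated wells on the plate with controls excluded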
# AHR act – human AHR activation; AHR-responsive luciferase reporter cells, luminescence; activation, % at 5 µM; 320,000 compounds, 2.5% hits; AID 2796; in the data active means activation above about 47%;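 further: 0% = vehicle wells and 100% = reference agonist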
# proCasp3 act – procaspase-3 (human) activation. 330,000 compounds, 0.11% hits. AID 463141. P42574. recombinant procaspase-3 D3A, Ac-DEVD-pNA absorbance 405 nm. activation, % at 8.5 µM;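 active means activation above the mean of all tested compounds plus 3 SD, cut at about 21% in these data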;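 further: 0% = DMSO alone and 100% = DMSO wells spiked with extra 5 µM PC-3 D3A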
# Target sequence (P42574 whole entry D9A/D28A/D175A): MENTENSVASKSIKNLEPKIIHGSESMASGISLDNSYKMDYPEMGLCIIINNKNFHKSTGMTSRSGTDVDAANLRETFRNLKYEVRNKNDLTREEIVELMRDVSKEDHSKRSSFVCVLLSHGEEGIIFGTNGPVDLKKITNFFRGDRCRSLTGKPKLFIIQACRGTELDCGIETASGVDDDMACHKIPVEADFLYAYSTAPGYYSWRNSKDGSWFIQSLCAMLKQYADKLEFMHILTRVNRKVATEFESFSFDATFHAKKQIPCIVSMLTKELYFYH
#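 Assay system – Procaspase-3 D3A mutant, all three cleavage aspartates alanine · Controls – DMSO-only low control, 5 µM PC-3 D3A high control · Schedule – 1 h compound preincubation, 2 h substrate hydrolysis at 25 °C · Signal – 405 nm absorbance of p-nitroaniline, reads at 0 and 120 min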
# RPL19A TOR yeast – alters RPL19A-GFP fluorescence in TOR pathway yeast screen | S. cerevisiae RPL19A-GFP strain, flow cytometry, 3 h; hits give low values | percent response vs DMSO, % at 10 µM | 330,000 compounds, 0.3% hits;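 active means percent response vs DMSO below 50%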;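 further: median channel GFP fluorescence of the barcoded RPL19A-GFP strain; ratio of sample median GFP to plate DMSO average so 100% = DMSO; lower means less RPL19A-GFP as with rapamycin TOR inhibition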
# MEP2 TOR yeast – yeast TOR pathway MEP2-GFP modulation; S. cerevisiae MEP2-GFP strain, flow cytometry GFP, 3 h; 100% = DMSO control level; AID 2016; 330,000 compounds, 0.51% hits; GFP response vs DMSO, % at 10 µM;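 active means GFP response versus DMSO above a set limit, roughly screen mean plus 3 SD, cut at about 180% in these data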;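 further: median GFP fluorescence of the barcode-gated MEP2-GFP cells per well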
# GASC-1 inh – blocks human GASC-1 demethylase activity. 330,000 compounds, 0.069% hits. Q9H3R0. AID 2099. inhibition, % at 2.35 µM. GST-JMJD2C(1-420) H3K9me3 demethylation, DELFIA europium;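 active means more than half of a compound's replicate wells show inhibition beyond 50%, single wells judged on their own value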;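 further: signal counts dimethyl H3K9 product captured on neutravidin plate; 0% = median of DMSO wells and 100% = 0.3 times that DMSO median; strong numbers were not always called active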
# Target sequence (Q9H3R0 1-420 limits assumed): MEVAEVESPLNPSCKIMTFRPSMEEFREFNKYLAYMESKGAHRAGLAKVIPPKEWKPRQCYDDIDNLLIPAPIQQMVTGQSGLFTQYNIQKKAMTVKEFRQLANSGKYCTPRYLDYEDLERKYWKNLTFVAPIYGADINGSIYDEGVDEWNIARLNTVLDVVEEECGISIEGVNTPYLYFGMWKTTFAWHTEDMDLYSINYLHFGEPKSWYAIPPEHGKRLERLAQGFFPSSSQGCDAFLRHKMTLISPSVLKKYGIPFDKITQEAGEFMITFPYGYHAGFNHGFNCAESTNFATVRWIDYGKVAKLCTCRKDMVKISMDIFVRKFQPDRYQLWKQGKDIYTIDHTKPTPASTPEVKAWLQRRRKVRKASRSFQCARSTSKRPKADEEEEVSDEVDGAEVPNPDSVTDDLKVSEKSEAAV
# LAP4-GFP MLPCN – modulators of TOR pathway LAP4-GFP in S. cerevisiae | AID 2023 | 320,000 compounds, 0.34% hits | GFP response vs DMSO, % at 10 µM | S. cerevisiae LAP4-GFP multiplex, flow cytometry GFP, 3 h; median GFP as percent of DMSO wells;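 active means GFP response vs DMSO above a set limit, about the screen mean plus 3 SD, cut at about 150% in these data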
# procasp7 counter – counter-screen: procaspase-7 (human) activation. 330,000 compounds, 0.093% hits. activation, % at 8.5 µM. recombinant procaspase-7, Ac-DEVD-pNA absorbance 405 nm; D23A/D198A/D206A triple mutant, cannot self-cleave; scale: DMSO 0, 5 µM enzyme 100. P55210. AID 463210;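 active means percent activation above the screen-wide mean plus 3 SD, cut at about 25% in these data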
# Target sequence (P55210 whole entry D23A/D198A/D206A): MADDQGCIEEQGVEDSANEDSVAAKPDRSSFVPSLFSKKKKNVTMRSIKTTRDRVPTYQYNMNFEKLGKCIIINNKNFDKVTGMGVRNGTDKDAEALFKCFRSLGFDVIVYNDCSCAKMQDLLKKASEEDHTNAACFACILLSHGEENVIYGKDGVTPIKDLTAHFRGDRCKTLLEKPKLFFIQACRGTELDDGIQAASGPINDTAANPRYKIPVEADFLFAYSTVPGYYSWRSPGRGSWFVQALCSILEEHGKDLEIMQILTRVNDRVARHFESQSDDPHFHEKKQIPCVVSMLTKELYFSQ
#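 Replicates: singlicate. Assay system: Procaspase-7 triple mutant (PC-7 D3A). Signal: 405 nm absorbance of p-nitroaniline. Times: 1 h preincubation, 2 h reaction. Buffer or medium: Zinc-free HEPES pH 7.4 with 300 mM NaCl, 0.01% Triton X-100. Also added: DEVD-pNA substrate. Benchmarks: DMSO wells as 0%, DMSO with 5 µM added PC-7 as 100%.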
# The depositor's hits bear a star; · = not tested or not shown; & = joins results of further samples.
SMILES,CR mimetic SO,AHR act,proCasp3 act,RPL19A TOR yeast,MEP2 TOR yeast,GASC-1 inh,LAP4-GFP MLPCN,procasp7 counter
O=C(COc1ncnc2c1cnn2-c1ccccc1)Nc1ccc(S(=O)(=O)N2CCCCC2)cc1,99,0,-1,93,114,-18,124,7
O=c1c2ccccc2c(-c2ccccc2)nn1-c1cc(Cl)ccc1[N+](=O)[O-],97,3,6,·,102,0,102,3
CS(=O)(=O)N1CCC(C(=O)N2CCN(c3ccccc3F)CC2)CC1,92,0,3,95,100,-5,95,0
CCOc1ccc(OCc2ccc(C(=O)N3CCCC(C)C3)cc2)cc1 (centres undefined),80,14,5,99,104,-6,93,10
CCCN(CCC)Cc1c(C(=O)N/N=C/CCc2ccccc2)nnn1-c1nonc1N,97,-3,5,101,108,-6,96,1
CCOc1ccc(NC(=O)CSc2nnc(C)n2CC)cc1,100,0,0,108,103,-2,82,17
CC(C)n1c(/C=C/[C@@H](O)C[C@@H](O)CC(=O)O)c(-c2ccc(F)cc2)c2ccccc21,174,3,3,103,97,4,105,6
Cc1cc(/C=N/n2cnnc2)c(O)c([N+](=O)[O-])c1,128,18,13,98,96,1,80,2
CCn1c(O)c(N=NC(=S)NCC2CCCO2)c2ccccc21 (centres undefined),96,20,4,96,97,5,100,7
CCOC(=O)Cc1csc(NC(=O)CCS(=O)(=O)Cc2ccccc2)n1,102,2,2,99,103,7,98,1
Cc1c(NC(=O)c2ccc(C(C)(C)C)cc2)cccc1[N+](=O)[O-],104,1,0,100,99,10,100,3
CC1=CC(C)(C)Nc2ccc(C)cc21,107,2,6,100,104,3,106,2
Cc1nn(-c2ccccc2)c(N2CCCC2)c1/C=N/NC(=O)C1CC1,113,16,-7,107,100,14,95,1
Cc1cccc(NC(=O)CN2C(=O)N/C(=C\c3ccc(N4CCOCC4)cc3)C2=O)c1,100,44,-8,101,106,10,99,0
Cc1ccccc1OCC(=O)Nc1ccccc1NC(=O)c1ccco1,105,0,-2,101,109,-1,103,3
CC1=C(C(=O)c2ccccc2)C(c2ccc(N3CCOCC3)cc2)NC(=O)N1 (centres undefined),74,3,1,97,95,-17,102,-5
COc1ccc(-c2noc(C3CCCN(C(=O)c4ccccc4)C3)n2)cc1 (centres undefined),119,0,-4,105,114,6,113,9
O=C(NCCS(=O)(=O)N1CCCCC1)c1ccccc1,97,1,3,96,93,6,108,-1
Cc1c(Cl)cccc1NC(=S)N=Nc1c(O)n(CN2CCOCC2)c2ccccc12,133,53*,1,102,96,-6,93,13
CC(C(=O)Nc1cccc([N+](=O)[O-])c1)N1C(=O)NC2(CCCC2)C1=O (centres undefined),93,-3,2,104,108,-6,90,6
Cc1cccc(NC(=S)NCc2ccc3[nH]c4c(c3c2)CCCC4)c1,118,68*,3,105,99,8,98,14
O=C(O)c1cccc(NC(=S)NC(NC(=O)c2cccc([N+](=O)[O-])c2)C(Cl)(Cl)Cl)c1 (centres undefined),95,-3,-11,89,99,2,103,-7
O=[N+]([O-])c1ccc(N2CCN(Cc3ccc4c(c3)OCO4)CC2)nc1,109,0,-3,107,110,-6,98,-20
O=C(NC1CCCCC1)N(Cc1nc2ccccc2c(=O)[nH]1)C1CCCCC1,93,3,-2,97,93,-20,93,-4

# Of the compounds above, these contain a nitro group on carbon.
SMILES,CR mimetic SO,AHR act,proCasp3 act,RPL19A TOR yeast,MEP2 TOR yeast,GASC-1 inh,LAP4-GFP MLPCN,procasp7 counter
O=c1c2ccccc2c(-c2ccccc2)nn1-c1cc(Cl)ccc1[N+](=O)[O-],97,3,6,·,102,0,102,3
Cc1cc(/C=N/n2cnnc2)c(O)c([N+](=O)[O-])c1,128,18,13,98,96,1,80,2
Cc1c(NC(=O)c2ccc(C(C)(C)C)cc2)cccc1[N+](=O)[O-],104,1,0,100,99,10,100,3
CC(C(=O)Nc1cccc([N+](=O)[O-])c1)N1C(=O)NC2(CCCC2)C1=O (centres undefined),93,-3,2,104,108,-6,90,6
O=C(O)c1cccc(NC(=S)NC(NC(=O)c2cccc([N+](=O)[O-])c2)C(Cl)(Cl)Cl)c1 (centres undefined),95,-3,-11,89,99,2,103,-7
O=[N+]([O-])c1ccc(N2CCN(Cc3ccc4c(c3)OCO4)CC2)nc1,109,0,-3,107,110,-6,98,-20

# Later entries:
SMILES,CR mimetic SO,AHR act,proCasp3 act,RPL19A TOR yeast,MEP2 TOR yeast,GASC-1 inh,LAP4-GFP MLPCN,procasp7 counter
Cc1ccc(C)c(S(=O)(=O)N2CCN(C(=O)CSc3ccccc3F)CC2)c1,104,3,0,96,100,16,85,4
COc1ccc(/C=C/C(=O)NC(=S)NN2CCCCC2c2cccnc2)cc1OC (centres undefined),116,-4,-4,102,104,0,94,-13
CCc1c(C)nc(SC)n(CC#N)c1=O,97,-2,1,102,98,17,99,10
O=[N+]([O-])c1ccccc1/C=C/CN1CCCC(CO)C1 (centres undefined),98,1,2,102,105,6,90,9
O=C(CSc1nnc(Cn2c(=O)sc3ccccc32)n1-c1ccccc1)Nc1nccs1,89,6,2,95,95,6,98,-4
CCn1c(SCC(=O)N2c3ccccc3CCc3ccccc32)nc2c1c(=O)n(C)c(=O)n2C,90,-1,-6,95,94,1,92,6
COc1ccc(C(C)=O)cc1CSc1nc2nc(C)cc(C)n2n1,82,16,9,105,98,-2,96,-7
O=C(Nc1nnc(-c2ccccc2F)s1)c1ccccc1F,121,15,-9,98,103,-1,92,6
COc1cccc(CC(=O)NCCCSc2ccccc2)c1,98,4,9,103,95,21,95,-3
Cc1ccc(S(=O)(=O)Oc2ccccc2/C=C2/SC(=O)NC2=O)cc1,87,1,6,99,101,-15,116,4
C=CCNc1nc(C2(C)CC3(CC(C)(C)OC3=O)C(=O)O2)cs1 (centres undefined),99,-1,-3,88,88,13,86,-3
Cc1nc2c(sc(=S)n2Cc2ccco2)c(=O)n1CC(=O)Nc1cc(F)ccc1F,97,-1,6,104,108,18,101,-3

# Reformatted: results already given.
> CCn1c(SCC(=O)N2c3ccccc3CCc3ccccc32)nc2c1c(=O)n(C)c(=O)n2C
  CR mimetic SO = 90	AHR act = -1	proCasp3 act = -6	RPL19A TOR yeast = 95	MEP2 TOR yeast = 94	GASC-1 inh = 1	LAP4-GFP MLPCN = 92	procasp7 counter = 6
> O=C(Nc1nnc(-c2ccccc2F)s1)c1ccccc1F
  CR mimetic SO = 121	AHR act = 15	proCasp3 act = -9	RPL19A TOR yeast = 98	MEP2 TOR yeast = 103	GASC-1 inh = -1	LAP4-GFP MLPCN = 92	procasp7 counter = 6

# Later entries.
SMILES,CR mimetic SO,AHR act,proCasp3 act,RPL19A TOR yeast,MEP2 TOR yeast,GASC-1 inh,LAP4-GFP MLPCN,procasp7 counter
CN(c1ccccc1)S(=O)(=O)c1cccc(C(=O)OCC(=O)NCCCN2CCCC2=O)c1,104,0,6,99,100,3,98,-1
O=C(CCS(=O)(=O)c1ccc(Br)cc1)NC1CCCCCC1,100,1,3,98,96,1,103,6
c1csc(-c2cn3c(n2)SCC3)c1,103,-2,7,100,102,3,99,-3
C=CCn1c(SCc2ccccc2F)nc2cc(C(=O)O)ccc2c1=O,101,0,3,86,123,-9,138,-2
COC(=O)C(O)(CC(=O)Nc1ccccc1OC)C(F)(F)F (centres undefined),100,4,1,98,102,-2,103,10
CN(CC(=O)Nc1ccc(Cl)c(C(F)(F)F)c1)C(=O)CCCc1nc2ccccc2c(=O)[nH]1,93,9,7,99,110,8,116,2
COc1cc(C(=O)N[C@@H](C)C(=O)N2CCC3(CC2)NCCc2[nH]cnc23)cc(OC)c1OC,127,0,1,97,99,1,92,8
C=CCOc1ccc(C(c2c(O)nc(SC)[nH]c2=O)c2c(O)nc(SC)[nH]c2=O)cc1,109,-3,-10,96,93,7,105,-1
Cc1c(C(=O)Nc2nnc(C3CC3)s2)oc2ccccc12,118,111*,-5,91,97,14,85,5
Cc1cccc2cc(C#N)c(N3CCOCC3)nc12,106,9,-13,102,100,-7,98,-12
O=C(c1ccc(Cl)cc1)N(Cc1cccs1)C1CCS(=O)(=O)C1 (centres undefined),111,-1,6,105,99,6,103,11
O=C(CCCc1c[nH]c2ccccc12)NCc1cccs1,98,0,0,96,94,9,102,-4
S=C1NC(c2ccccc2)=NCN1c1ccccc1,100,1,-7,102,103,97,94,-7
Cc1ccc(N(CC(=O)N2CC(=O)Nc3ccccc32)S(=O)(=O)c2ccc3c(c2)OCCO3)cc1,100,5,6,94,90,10&-2,80,3
Cc1ccc(Oc2nc3ccccn3c(=O)c2/C=C(\C#N)C(=O)NC2CCS(=O)(=O)C2)c(C)c1 (centres undefined),128,5,-5,100,104,1,88,3
Cn1c(=O)oc2cc(S(=O)(=O)N3CCC4(CC3)OCCO4)ccc21,91,5,7,103,105,3,95,11
COc1cccc2c(=O)c3ccoc3n(C)c12,84,-1,0,98,96,1,105,-4
Cc1cccc(C)c1NC(=O)CNC(=O)CCC(=O)N1CCOCC1,100,0,13,99,104,5,101,-3
CCNC(=S)NNC(=O)c1ccc(OC)cc1,94,-3,6,102,95,-2,90,-3
Nc1ccccc1C(=O)NNc1c2ccccc2nc2ccccc12,99,96*,-3,97,103,-7,108,-2
CN(C)C(=O)CN(C)S(=O)(=O)c1ccc(Cl)cc1,95,2,-8,98,96,7,101,-6
CCCCOc1ccc(Cl)cc1CSc1nncn1N,89,1,0,93,87,7,91,-3
O=C(Nc1ccc(N2CCCCC2)cc1)c1ccc2c(c1)OCCO2,88,-3,1,113,115,-4,123,1
C=CC[C@@H](Cc1ccc(F)cc1)C(=O)OC[C@@H]1CCCN1C(=O)[C@H](CC=C)CC(=O)N(CCO)Cc1ccccc1,101,-2,1,109,93,-1,100,-7
Cc1cc(C)nc(N/N=C/c2cc(C)n(CC(F)(F)F)c2C)n1,105,24,-1,100,99,3,90,8
Cn1c(/N=C/c2c(O)ccc3ccccc23)nc2ccccc21,86,37,-4,96,95,-7,101,-8
COC(=O)c1sc(C(C)(C)C)cc1CS(=O)(=O)c1ccc(Cl)cc1,107,-4,-4,102,96,3,108,10
CCCCCCn1c(-c2cccs2)n[nH]c1=S,113,4,-28,95,100,2,108,-34
COc1cccc(NC(=O)CN2CCC(C)CC2)c1,93,-2,0,102,104,-7,91,13

# Arranged by value in LAP4-GFP MLPCN (smallest number first): four from the list above
mol	AHR act	proCasp3 act	RPL19A TOR yeast	MEP2 TOR yeast	GASC-1 inh	LAP4-GFP MLPCN
Cc1cc(C)nc(N/N=C/c2cc(C)n(CC(F)(F)F)c2C)n1	24	-1	100	99	3	90
COc1cccc(NC(=O)CN2CCC(C)CC2)c1	-2	0	102	104	-7	91
Cn1c(/N=C/c2c(O)ccc3ccccc23)nc2ccccc21	37	-4	96	95	-7	101
CCCCCCn1c(-c2cccs2)n[nH]c1=S	4	-28	95	100	2	108
